Mdm2-MdmX inh: inhibitors of human Mdm2/MdmX interaction. O15151+Q00987. SaOS-2 split-luciferase Mdm2/MdmX complementation, luminescence. inhibition, % at 8 µM. 330,000 tested, 3% active;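 active means inhibition of at least 50% at 8 µM in the primary screen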
Target sequence (O15151 whole entry, looked up): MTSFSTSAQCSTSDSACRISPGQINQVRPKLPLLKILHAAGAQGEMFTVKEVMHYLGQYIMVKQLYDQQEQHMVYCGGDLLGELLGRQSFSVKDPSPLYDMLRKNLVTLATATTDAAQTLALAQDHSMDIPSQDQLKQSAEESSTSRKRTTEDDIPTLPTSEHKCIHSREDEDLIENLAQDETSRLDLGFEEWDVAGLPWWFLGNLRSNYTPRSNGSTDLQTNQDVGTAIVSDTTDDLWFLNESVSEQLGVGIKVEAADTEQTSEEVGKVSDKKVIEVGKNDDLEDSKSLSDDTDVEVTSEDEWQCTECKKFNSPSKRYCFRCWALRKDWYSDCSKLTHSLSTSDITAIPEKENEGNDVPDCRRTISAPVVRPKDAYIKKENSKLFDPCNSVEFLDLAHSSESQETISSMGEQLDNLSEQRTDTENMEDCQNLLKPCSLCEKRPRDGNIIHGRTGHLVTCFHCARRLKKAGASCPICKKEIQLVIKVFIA
Target sequence (Q00987 whole entry, looked up): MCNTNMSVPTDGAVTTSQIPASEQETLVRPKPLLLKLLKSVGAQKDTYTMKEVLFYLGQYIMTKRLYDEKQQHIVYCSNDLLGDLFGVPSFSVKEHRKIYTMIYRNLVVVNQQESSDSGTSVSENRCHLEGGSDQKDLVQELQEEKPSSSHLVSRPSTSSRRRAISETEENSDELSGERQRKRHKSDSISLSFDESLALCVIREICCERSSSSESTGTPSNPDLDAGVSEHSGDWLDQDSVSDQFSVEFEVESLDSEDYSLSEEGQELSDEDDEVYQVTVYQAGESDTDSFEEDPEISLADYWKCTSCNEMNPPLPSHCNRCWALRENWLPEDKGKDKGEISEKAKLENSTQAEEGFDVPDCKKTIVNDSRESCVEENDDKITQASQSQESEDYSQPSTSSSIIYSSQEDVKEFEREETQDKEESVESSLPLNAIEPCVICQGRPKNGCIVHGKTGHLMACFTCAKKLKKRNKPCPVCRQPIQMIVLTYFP
697 NFkB inh: inhibitors of the PMA/ionomycin-induced NF-kB reporter in 697 B cells; AID 435022; 697 B-cell NF-kB luciferase reporter, 16 h; 330,000 tested, 0.33% active; inhibition, % at 4 µM; in the data active means inhibition above about 35%
XBP1 UPR activ: adaptive UPR (XBP1) activation. AID 463104. activation, % at 20 µM. 330,000 tested, 0.33% active. CHO-XBP1 luciferase reporter, IRE1-XBP1 UPR activation, luminescence; percent of tunicamycin response, DMSO as zero;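 active means versus positive control, 20 µM dose yields 30% or more activation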;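 further: 100% = tunicamycin at 10 µg/mL and 0% = DMSO only wells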
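incubation = overnight seeding at 37 °C, 6 h compound treatment at 37 °C | assay system = CHO-XBP1 cells stably carrying IRE1-XBP1-driven luciferase reporter | input = 1000 cells per well | detection = luciferase luminescence | dosing = single point, 20 µM final compound, 1% DMSO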
CHOP UPR activ: apoptotic UPR (CHOP) activation | CHO-CHOP luciferase reporter, luminescence; percent of tunicamycin response over DMSO baseline | activation, % at 10 µM | 330,000 tested, 0.34% active | AID 449763;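 active means at 10 µM dose, activation of 40% or more, normalized to positive control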;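 further: 100% = tunicamycin at 10 µg/mL and 0% = DMSO alone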
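Material: CHO-CHOP cells, stable luciferase reporter of PERK-eIF2a-CHOP signalling; quantity: 500 reporter cells seeded per well; buffer or medium: F12 medium containing 10% fetal bovine serum; compound: one dose, 10 µM in 0.5% DMSO; incubation: 6 h compound treatment, 37 °C; measured by: Steady-Glo luciferase luminescence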
APJ antagonist: blocks the human apelin receptor APJ; 330,000 tested, 0.32% active; AID 2521; CHO-K1 APJ beta-arrestin complementation, luminescence; P35414; inhibition, % at 20 µM;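 active means inhibition above about 40% at 20 µM, limit read from the data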;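 further: cells challenged with 10 nM apelin-13 agonist together with compound; plate controls were apelin-13 plus DMSO wells for no effect and DMSO wells lacking apelin-13 for full effect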
Jurkat NFkB inh: inhibitors of the PMA/ionomycin-induced NF-kB reporter in Jurkat cells; PMA/ionomycin-induced NF-kB luciferase reporter, luminescence; inhibition, % at 4 µM; 330,000 tested, 0.53% active; in the data active means inhibition above about 50%
tim23-1 inh: growth inhibitors of tim23-1 mutant yeast; S. cerevisiae tim23-1 growth, BacTiter-Glo luminescence, 24 h; inhibition, % at 20 µM; 330,000 tested, 1.3% active;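 active means growth inhibition of the mutant yeast at or above 50%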;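 further: temperature-sensitive mutant grown at 25 °C; plate controls were DMSO-treated mutant yeast for no effect and medium wells lacking yeast for full effect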
APJ ag: activates the human apelin receptor APJ; P35414; CHO-K1 APJ PathHunter beta-arrestin, luminescence; 0% DMSO wells, 100% apelin; activation, % at 20 µM; 330,000 tested, 0.11% active; AID 2520;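 active means activation more than six SD over the plate average, tested at 20 µM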;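 further: 0% = DMSO alone and 100% = apelin-13 at 10 nM; some results filed as inactive read as strong as hits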
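Test system – PathHunter CHO-K1 APJ (AGTRL-1) beta-arrestin reporter cells · Input – 1000 cells/well · Compound – single test compound dose, 20 µM final, 1% DMSO · Times – compound stimulation 90 min at 25 °C, detection 60 min · Technique – beta-gal luminescence · Read-out basis – APJ–arrestin association signal · Control set – negative DMSO alone, positive Apelin-13 at 10 nM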
An asterisk follows results filed as active.

SMILES	Mdm2-MdmX inh	697 NFkB inh	XBP1 UPR activ	CHOP UPR activ	APJ antagonist	Jurkat NFkB inh	tim23-1 inh	APJ ag
COC(=O)c1ccc(CNC(=O)c2ccc(S(=O)(=O)N3CCCCCC3)cc2)cc1	22	-15	-2	0.9	-2	17	16	-1
CCCCNC(=O)/C(C#N)=C/c1ccc2c(c1)OCCO2	22	-9	2	1.1	-7	6	43	8
Cc1noc(C)c1C(=O)N(C)CC(=O)Nc1ccc(F)c(F)c1F	32	-5	-1	1.7	5	-8	6	-3
O=C(NC1CCN(C(=S)Nc2ccc(Cl)cc2)CC1)C1CCCCC1	23	0	-4	0.2	13	-18	16	0
O=C(NNC(=O)c1ccccc1O)c1ccc(Cl)cc1	-32	-62	0	2.8	11	-30	-23	-9
Cc1ccc2c(c1)C1(OCCCO1)C(=O)N2CC#N	11	-13	-5	7.2	-4	-4	6	-1
N#C/C(=C\c1ccc[nH]1)C(=O)Nc1ccccc1[N+](=O)[O-]	-2	-24	-4	6.8	-44	-50	-5	14
COc1ccc(-n2c(SCC(N)=O)nc3nc4c(cc3c2=O)COC(C)(C)C4)cc1	0	-18	-2	1.2	2	-24	-11	-3
Cn1c(NC(=O)c2ccc(Cl)s2)cc(=O)n(C)c1=O	-1	9	2	-0.8	14	8	12	-1
CN(C(=O)COC(=O)c1nc(Cl)ccc1Cl)C1CCS(=O)(=O)C1 (centres undefined)	19	9	-2	2.5	11	-3	14	-2
CCOC(=O)[C@H]1[C@H]2COc3ccccc3[C@@H]2N2C(=O)c3ccc(Cl)cc3NC(=O)[C@@]12C	35	18	-1	0.3	9	9	15	4
Cc1c(C(=O)Nc2nonc2-c2ccc(F)cc2)oc2ccc(F)cc12	86*	3	-1	0.7	0	-4	-4	-6
CN(C)S(=O)(=O)c1ccc(C(=O)OCC(=O)c2ccc(OC(F)F)cc2OC(F)F)cc1	6	9	-3	0.2	10	-12	11	-3
CCc1ccc(OCC(=O)NNCC(=O)Nc2ccc(OC)cc2)cc1	25	0	4	-1.9	-24	-3	-10	-7
CCOc1ccc(N(C)S(=O)(=O)c2ccc(C)c(C(=O)OCC(=O)c3c[nH]c4ccccc34)c2)cc1	32	-29	-1	-1.1	-5	0	7	4
O=C(Nc1ccc(S(=O)(=O)N2CCOCC2)cc1)c1ccc2c(c1)S(=O)(=O)c1ccccc1C2=O	5	2	0	-1.8	-69	21	6	10
CC(C)CCn1c(COc2ccccc2)nn(CCC#N)c1=S	1	-20	2	-1.3	14	-5	10	-3
COC(=O)[C@@H]1C[C@@]2(O)[C@@H](O)[C@@H](O)[C@@H](O)C[C@H]2N1Cc1ccc(-c2ccccc2)cc1	20	9	0	-1.4	19	13	14	4
CC(C)C1CC(c2csc(N)n2)CCO1 (centres undefined)	2	22	4	0.4	23	-6	10	-5
Nc1c(S(=O)(=O)c2ccccc2)cnc2c(-c3ccc(F)cc3)cnn12	25	-22	5	2.2	10	-20	-2	0
O=C(CCl)N1CCN(S(=O)(=O)c2ccc3c(c2)OCCCO3)CC1	26	21	-6	-2.3	6	-15	36	-3
Cc1ccccc1OCC(=O)NC1=NCCS1	-50	-69	0	8.8	-3	-77	0	-1
O=C(CSc1nncs1)NC1CCCc2ccccc21 (centres undefined)	-8	14	0	-1.8	6	-4	7	-1
O=S1(=O)CC(O)C(Nc2ccc(Cl)cc2)C1 (centres undefined)	-1	9	-1	0.6	3	-5	-9	-1
O=C(Nc1ncc([N+](=O)[O-])s1)c1ccccc1Br	5	-99	-4	5.9	8	-20	25	2
CC(C)(C)N(Cc1ccccc1)C(=O)COC(=O)CNS(=O)(=O)c1ccc2ccccc2c1	15	15	-4	-3.2	27	6	26	-8
Cc1ccc(NC2CCCN(C(=O)CCc3ccncc3)C2)cc1C (centres undefined)	30	13	-4	1.4	19	14	-109	1
O=C(CCc1ccccc1O)NC1CCCc2ccccc21 (centres undefined)	-8	9	4	2.9	2	10	10	-3
COc1ccccc1-n1cnnc1SCC(=O)Nc1cccc(S(=O)(=O)N2CCCCC2)c1	-1	-7	-2	2.0	-7	14	22	4
Cc1ccc(-c2n[nH]c(=S)n2/N=C/c2sccc2C)cc1	-23	8	1	-0.6	17	6	5	2
CCCCNC(=O)C1(c2ccc(OC)cc2)CCOCC1	5	-9	0	-2.0	-14	-4	4	-3
CC(=O)c1c(C)[nH]c(C(=O)NCC2CCCCC2)c1C	13	0	0	2.0	1	12	5	-1
COC(=O)c1ccccc1NC(=O)C1CCN(S(=O)(=O)c2cc(C)ccc2OC)CC1	8	5	0	-0.7	6	20	26	2
c1ccc(-c2sc3ccccc3c2-c2ccc(OCCN3CCCC3)cc2)cc1	100*	4	32*	3.4	-6	6	61*	2
O=C(Cn1nnc(-c2ccc(N3CCOCC3)cc2)n1)N1CCOCC1	12	0	1	0.8	11	-12	1	-2
O=C(O)CC1CCCC(c2ccccc2)C1=O (centres undefined)	-18	5	0	0.5	0	6	11	-1
COC(=O)C1=CN(Cc2ccc(OC)c(OC)c2)C=C(C(=O)OC)C1c1cccc(F)c1	10	-26	0	3.7	24	-13	15	-5
O=C(CCCn1cnc([N+](=O)[O-])n1)Nc1cccc(O)c1	-39	7	-1	-2.6	-22	-20	14	5
COc1ccc(-c2nc(CS(=O)CC(=O)NC3CCCC3)c(C)o2)cc1 (centres undefined)	5	6	-1	0.6	-8	6	4	-4
CN(C)C=NC1=NN(c2cccc(C(F)(F)F)c2)CC1	12	4	0	3.2	-6	-11	6	-3
O=C(Nc1ccc(F)c(S(=O)(=O)N2CCOCC2)c1)C1CCCCC1	4	19	-4	0.2	9	-1	9	-2
O=C(N/N=C/c1cc([N+](=O)[O-])c(N2CCOCC2)cc1N1CCOCC1)c1cccnc1	9	20	0	-1.2	-9	0	0	-3
CC(C)(C)c1ccc(/C=C(\c2nc3ccccc3[nH]2)S(=O)(=O)c2ccccc2)cc1	93*	18	11	56*	-16	10	46	-7
CC[C@@]12C(=O)N(c3cccc(F)c3)C(=O)N1[C@H](c1ccc(F)cc1)[C@@H]1C(=O)N(C3CCCCC3)C(=O)[C@@H]12	27	19	0	-1.3	-3	-8	22	0
O=C(NCc1cccc(Cl)c1)c1cccnc1	8	14	1	0.0	-7	8	-2	0
CCCCCOC(=O)C(C)Sc1n[nH]c(=O)[nH]c1=O (centres undefined)	5	-10	-1	-0.2	19	-8	8	4
COc1ccc([C@H]2CC(=O)C=C(c3ccc(-c4ccccc4)cc3)C2)cc1OC	15	6	-4	1.1	0	-1	-8	0
Cc1csc2c(N3CCC(C(=O)O)CC3)ncnc12	-6	1	0	0.4	16	6	-3	-4
COc1cc(CCC(=O)OCC(=O)Nc2c(C)cccc2C(C)C)cc(OC)c1OC	-3	6	-1	-0.2	13	10	15	-2
Nc1cc2c(cc1C(=O)c1ccc(Cl)cc1)OCCO2	27	1	4	-2.8	-5	-14	39	3
CN(C)CCNc1nc2c(c(=O)[nH]c(=O)n2C)n1CCOc1ccccc1	3	-8	1	-1.7	-17	-5	0	-4
CC/C(=N/NC(=O)c1ccc(Br)cc1)c1ccc(OCCN2CCOCC2)cc1	7	0	0	1.4	-1	-7	9	1
Cc1ccc(C)c(NC(=S)N2CCN(c3ccccn3)CC2)c1	19	-6	-3	0.0	-28	-4	14	-1
O=C(CNC(=O)c1ccccc1Cl)OCC(=O)N1CCc2ccccc21	-58	9	0	5.1	-5	-9	3	1
Nc1nc(-c2cccs2)c(CC(=O)O)s1	7	1	0	-0.4	16	4	0	-2
COc1ccc(N2CCN(C(=O)c3cn(Cc4ccccc4)nc3-c3cccnc3)CC2)cc1	-6	-1	0	-1.5	-10	-12	22	-3
CCN(CC)C(=O)COc1ccc(S(=O)(=O)N2CCCC2)cc1	24	-3	-5	0.9	6	7	8	-4
O=C(Nc1ncccc1Cl)c1ccc2c(c1)OCCO2	-44	-46	-3	4.7	-14	-62	3	-2
NC(=O)Cc1nc2scc(-c3ccc(Cl)cc3)c2c(=O)[nH]1	-1	-17	3	-1.3	-2	4	4	2
CCN(C(=O)c1ccc2c(=O)n3c(nc2c1)CCCCC3)c1cc(OC)ccc1OC	23	8	6	2.1	3	2	10	-6

Whole records as entered above:
Entry for CC(C)(C)c1ccc(/C=C(\c2nc3ccccc3[nH]2)S(=O)(=O)c2ccccc2)cc1 = Mdm2-MdmX inh: 93*; 697 NFkB inh: 18; XBP1 UPR activ: 11; CHOP UPR activ: 56*; APJ antagonist: -16; Jurkat NFkB inh: 10; tim23-1 inh: 46; APJ ag: -7
Entry for O=C(Nc1ncc([N+](=O)[O-])s1)c1ccccc1Br = Mdm2-MdmX inh: 5; 697 NFkB inh: -99; XBP1 UPR activ: -4; CHOP UPR activ: 5.9; APJ antagonist: 8; Jurkat NFkB inh: -20; tim23-1 inh: 25; APJ ag: 2

Two compounds picked at random from the list so far:
SMILES	Mdm2-MdmX inh	697 NFkB inh	XBP1 UPR activ	CHOP UPR activ	APJ antagonist	Jurkat NFkB inh	tim23-1 inh	APJ ag
O=C(Nc1ccc(F)c(S(=O)(=O)N2CCOCC2)c1)C1CCCCC1	4	19	-4	0.2	9	-1	9	-2
O=S1(=O)CC(O)C(Nc2ccc(Cl)cc2)C1 (centres undefined)	-1	9	-1	0.6	3	-5	-9	-1

(cont.)
SMILES	Mdm2-MdmX inh	697 NFkB inh	XBP1 UPR activ	CHOP UPR activ	APJ antagonist	Jurkat NFkB inh	tim23-1 inh	APJ ag
CC(=O)Nc1ccc(S(=O)(=O)N2CCSC2C(=O)O)cc1 (centres undefined)	2	6	-4	-0.9	-7	-13	-1	-6
COc1cccc(C(=O)N/N=C2/SCC(=O)N2CCc2ccc(OC)c(OC)c2)c1	11	-19	0	-2.6	-20	-1	26	3
CC(C)(O)C#CC#CCN1CCOCC1	11	4	0	-4.5	9	2	9	-3
COc1cccc(CN2CCC(CO)(CC3CCCCO3)CC2)c1 (centres undefined)	3	10	-4	-1.1	-3	0	18	-3
COc1ccc(NC(=S)Nc2cccc(S(=O)(=O)N3CCCCC3)c2)cc1	-8	-34	-1	4.3	-18	-27	10	2
Cc1cc(C(=O)OCC(=O)Nc2nccs2)c2ccccc2n1	18	17	1	-1.3	5	-4	-18	-1
C=CCCCN(Cc1ccccc1)S(=O)(=O)c1ccccc1Br	7	15	-1	-0.3	7	-1	18	-6
CC(=O)c1cccc(NC(=O)COC(=O)c2cccs2)c1	31	9	3	3.1	0	-8	18	-2
Cn1c(NC(=O)c2cccs2)cc(=O)n(C)c1=O	12	14	-2	0.6	-5	5	-16	-4
COc1ccc(S(=O)(=O)Oc2ccccc2C(N)=O)cc1	21	10	-1	0.4	23	2	-10	-6
CCCC1CCc2c(sc(NC(=O)c3cccs3)c2C(N)=O)C1 (centres undefined)	-9	-27	0	6.4	20	-28	22	1
COc1ccc(S(=O)(=O)ON=C2CC(C)(C)N(C(C)=O)C(C)(C)C2)cc1	18	1	0	-0.1	-2	6	-3	-2
O=C(Cc1ccccc1)NCCSCc1ccc(Cl)cc1	16	23	-2	-2.0	18	12	22	-2
O=C(CCC(=O)OCC(=O)c1ccc(Br)cc1)Nc1ccc(Br)c2cccnc12	19	3	3	-2.3	1	-1	-1	-5
COC(=O)CC1=C(C(=O)OC)C(c2ccncc2)C(C#N)=C(N)O1 (centres undefined)	7	3	-9	-0.9	3	15	8	-3
